Tb PFK block = qHTS Assay to Find Inhibitors of T. brucei phosphofructokinase; Potency, µM (titrated, usually from 57.5 µM), for inactives: at the highest dose activity, negative = inhibition, actives largely listed as inhibitors; ATP-dependent 6-phosphofructokinase (Trypanosoma brucei brucei), O15648; hit rate 0.17% among 330,000; T. brucei PFK, ADP-Glo luminescence;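 further: potency means the concentration at half of the fitted maximal effect; 0% = uninhibited 1x PFK enzyme wells and -100% = no-enzyme wells; nearly all actives have a fitted effect of over 60% in size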
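Luminescent ADP detection (ADP-Glo, two-step: ATP depletion then ADP-to-ATP conversion for luciferase) reported PFK activity after 45 min room-temperature reaction of 1.25 nM enzyme with 0.5 mM F6P and 0.1 mM ATP at pH 8.0.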
KCNH2 3.1 block = qHTS for Inhibitors of KCHN2 3.1: Mutant qHTS | U2OS KCNH2 3.1, thallium flux FluxOr; hits give low values | AID 720553, 2013 | hit rate 0.95% among 340,000 | Potassium voltage-gated channel subfamily H member 2, brain isoform KCNH2 3.1 (human) | activity change, % (tested at about 1.8 µM);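 active means maximum activity change below -70%; inconclusive means maximum activity change from -70% to -50%; inactive means maximum activity change above -50%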;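 further: thallium influx rate constant from kinetic fluorescence after stimulation buffer; on the % scale 0 is the no-effect control and ±100 the full control effect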
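Virally transduced U2OS (3.1 isoform, 4 h infection in dark at RT) → overnight 37 C → FluxOr + Red40 in HBSS/HEPES, 45 min → stimulation buffer, 2 min kinetic read → rate constant vs DMSO controls.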
FLuc counter = qHTS profiling assay for firefly luciferase inhibitor/activator using purifed enzyme and Km concentrations of substrates (counterscreen for miR-21 project); purified FLuc, Km substrates, luminescence inhibition; hit rate 6.9% among 360,000; Luciferin 4-monooxygenase (Photinus pyralis), P08659; Potency, µM (doses to about 57.5 µM), inactives show at the top dose activity change, negative = inhibition, actives largely listed as inhibitors;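 further: potency means the concentration at half of the fitted maximal effect; plate controls were vehicle for no effect and reference inhibitor for full effect; nearly all actives have a fitted effect of over 55% in size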
Target sequence (P08659 whole entry, looked up): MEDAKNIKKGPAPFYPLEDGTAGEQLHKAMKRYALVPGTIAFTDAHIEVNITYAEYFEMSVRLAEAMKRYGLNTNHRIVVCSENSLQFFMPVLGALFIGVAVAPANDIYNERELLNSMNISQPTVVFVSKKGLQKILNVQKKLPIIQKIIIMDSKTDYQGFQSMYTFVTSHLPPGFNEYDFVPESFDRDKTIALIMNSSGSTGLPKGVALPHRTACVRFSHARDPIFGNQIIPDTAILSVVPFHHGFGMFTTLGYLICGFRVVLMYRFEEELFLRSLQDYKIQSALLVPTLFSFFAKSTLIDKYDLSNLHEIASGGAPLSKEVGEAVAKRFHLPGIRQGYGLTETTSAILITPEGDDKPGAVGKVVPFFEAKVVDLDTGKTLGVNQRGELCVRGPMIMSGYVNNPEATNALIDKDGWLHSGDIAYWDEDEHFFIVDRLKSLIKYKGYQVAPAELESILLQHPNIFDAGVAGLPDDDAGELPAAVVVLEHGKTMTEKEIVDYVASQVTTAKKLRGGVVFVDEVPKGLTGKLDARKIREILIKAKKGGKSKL
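Purified P. pyralis luciferase, 10 nM final, with Km-level 10 uM D-luciferin and 10 uM ATP in 50 mM Tris acetate pH 7.5, 10 mM Mg acetate, 0.01% Tween-20, 0.05% BSA; 6-point qHTS titration about 60 µM downward; luminescence read.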
ELG1 genotoxic = qHTS screen for small molecules that induce genotoxicity in human embryonic kidney (HEK293T) cells expressing luciferase-tagged ELG1 | HEK293T ELG1-luciferase reporter, luminescence, 16 h | Potency, µM (series often up to 46 µM), for the others: top-dose activity change, positive = activation, most hits filed as activators | hit rate 1.3% among 330,000 | AID 504466, 2011; further: potency means the concentration at half of the fitted maximal effect; % of control where 0% means no effect; nearly all actives have a fitted effect of over 60% in size
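ELG1-luciferase HEK293T cells, 2,000/well; compound pinned in; 16 hr, 37 °C, 5% CO2; ONE-Glo, 30 min RT; luminescence on CCD imager.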
VP16 counter = VP16 counterscreen qHTS for inhibitors of ROR gamma transcriptional activity; Drosophila S2 Gal4-VP16 UAS-luciferase, luminescence, 20 h; Potency, µM (highest dose often 53.6 µM), for inactives: at the top dose activity, negative = inhibition, actives largely listed as inhibitors; hit rate 3.5% among 310,000; AID 2546, 2010;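 further: Gal4-VP16 expression switched on by copper sulfate through the metallothionein promoter; potency means the concentration at half of the fitted maximal effect; on the % scale 0 is the no-effect control and ±100 the full control effect; nearly all actives have a fitted effect of over 50% in size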
FBPA coupling cs = qHTS Assay for Inhibitors of Fructose-1,6-bisphosphate Aldolase from Giardia Lamblia: Coupling assay counterscreen. activity change, negative = inhibition, % at 58.2 µM, hits read low. hit rate 0.67% among 290,000. coupling enzyme system counterscreen, AmpLite Red fluorescence; in the data active means activity change below about -30%; further: on the % scale 0 is the no-effect control and ±100 the full control effect
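Coupling enzymes only (glyceraldehyde-3-phosphate) + compound, at 57.5 uM final, 10 min RT; add substrate/coupling/AmpLite Red mix, 20 min RT; fluorescence ex 525/em 598 nm. Actives flag coupling-system interference.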
Giardia killer = Small Molecules that selectively kill Giardia lamblia: qHTS; Giardia lamblia trophozoite viability; activity change, % at 7.66 µM, hits read low; hit rate 0.15% among 340,000; in the data active means activity change below about -80%; inconclusive means between about -30% and that limit;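 further: parasites exposed to compound for two days anaerobically before the ATP read; on the % scale 0 is the no-effect control and ±100 the full control effect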
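Anaerobic 48 hrs incubation at 37 deg C of 100 trophozoites/well with test compounds; ATPLite 1-Step luminescence, 15-30 min RT, reports cellular ATP as viability.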
NPC1 prom act = qHTS Assay for NPC1 Promoter Activators; Potency, µM (top dose mostly 9.22 µM), without a hit: at the top dose activation, actives largely listed as activators; Huh7 NPC1 promoter luciferase reporter, 24 h; AID 485313, 2010; hit rate 2.4% among 320,000;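 further: potency means the concentration at half of the fitted maximal effect; % of control where 0% means no effect; nearly all actives have a fitted effect of over 60% in size; reporter is driven by a mutant NPC1 promoter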
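Quantitative HTS used a cell-based reporter: Huh7 cells stably bearing the NPC1 promoter upstream of luciferase were treated with compounds for 24 h, and promoter activation was read as luminescence.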
uPA generation = qHTS for Inhibitors of Cell Surface uPA Generation; Potency, µM (top dose mostly 38.3 µM), without a hit: at the top dose activity change, negative = inhibition, usual class: inhibitors; cell surface uPA generation assay, qHTS; hit rate 0.31% among 330,000; active means well fitted inhibition curve with a large enough effect; inconclusive means small, poorly fitted or top-dose-only effect; inactive means no such curve, though single readings can be large or run the other way; tested in mouse RAW 264.7 cells; further: potency means the concentration at half of the fitted maximal effect; on the % scale 0 is the no-effect control and ±100 the full control effect; nearly all actives have a fitted effect of over 55% in size
Rab9 promoter act = qHTS Assay for Rab9 Promoter Activators; Huh7 Rab9 promoter-luciferase reporter, luminescence, 24 h; Potency, µM (highest dose often 9.22 µM), without a hit: top-dose activation, negative = inhibition, most hits filed as activators; hit rate 2.8% among 320,000; further: potency means the concentration at half of the fitted maximal effect; % of control where 0% means no effect; nearly all actives have a fitted effect of over 60% in size
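Cells were plated at 1500 per well in reduced-serum medium with 10% FBS and left 2 h. Compound in DMSO was then added for 24 h at 37 °C. Reporter signal was read by luminescence after 10 min with luciferase detection reagent.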
RORgamma inh = qHTS for inhibitors of ROR gamma transcriptional activity. Nuclear receptor ROR-gamma (Mus musculus), P51450. Drosophila S2 Gal4-RORgamma UAS-luciferase reporter, 20 h. Potency, µM (top dose mostly 53.6 µM), inactives show at the top dose activity change, negative = inhibition, usual class: inhibitors. hit rate 5.4% among 310,000; further: potency means the concentration at half of the fitted maximal effect; on the % scale 0 is the no-effect control and ±100 the full control effect; nearly all actives have a fitted effect of over 60% in size
Target sequence (P51450 whole entry, looked up, the tested form may be a part): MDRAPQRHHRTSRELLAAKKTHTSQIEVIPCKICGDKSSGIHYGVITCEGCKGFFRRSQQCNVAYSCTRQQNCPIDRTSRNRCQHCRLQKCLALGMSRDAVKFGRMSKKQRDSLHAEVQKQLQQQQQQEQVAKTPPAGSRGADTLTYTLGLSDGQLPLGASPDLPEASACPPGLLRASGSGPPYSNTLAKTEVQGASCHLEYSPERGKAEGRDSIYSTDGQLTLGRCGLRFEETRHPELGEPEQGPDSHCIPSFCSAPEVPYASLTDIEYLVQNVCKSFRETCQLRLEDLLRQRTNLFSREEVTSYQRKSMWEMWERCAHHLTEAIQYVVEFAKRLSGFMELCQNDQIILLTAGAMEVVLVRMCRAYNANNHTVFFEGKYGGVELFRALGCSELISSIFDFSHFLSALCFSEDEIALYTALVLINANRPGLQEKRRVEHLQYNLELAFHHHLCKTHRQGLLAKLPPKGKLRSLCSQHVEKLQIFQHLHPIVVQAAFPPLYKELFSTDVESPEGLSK
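ROR gamma transcriptional activity was tracked as Gal4-UAS luciferase output in stably transfected Drosophila Schneider cells, with compound added 1 hr before 700 uM copper sulfate induction and a 20 hr ambient-temperature incubation.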
The depositor's hits bear a star; ? = inconclusive; · = not tested or not shown; [ ] = another dose, or the depositor's remark. Unless noted, the call rests on the fitted dose curve; in most records, active means well fitted curve in the direction sought with a large enough effect; inconclusive means small, poorly fitted or top-dose-only effect, or another doubt; inactive means no such curve, though single readings can be large; an effect the other way counts as inactive or inconclusive. No enrichment for hits. About 14% of those tested had a hit in this group.

mol,FBPA coupling cs,RORgamma inh,VP16 counter,FLuc counter,KCNH2 3.1 block,Tb PFK block,Rab9 promoter act,Giardia killer,ELG1 genotoxic,NPC1 prom act,uPA generation
CC1CCN(c2ccc(-c3cccs3)nn2)CC1,-1,2µM*,2µM*,0.076µM*,21,-14%,1.4µM*,-94*,0.23µM*,?,0.89µM*
COC(=O)[C@@]1(Cc2ccccc2)[C@H]2C(=O)N(C)C(=O)[C@H]2[C@H]2CN=C(SCc3ccccc3)N21,·,·,·,·,1,-5%,·,-10,0%,·,-12%
CC1CCC2(CC1)C(Nc1cccc(Cl)c1)=NC(=S)N2CC#N (stereo unspecified),-5,3.5µM*,3.2µM*,3%,5,0%,1%,7,-8%,-1%,-3%
CC(C)Oc1ccc(N2CC(C(=O)Nc3ccc(N4CCOCC4)cc3)CC2=O)cc1 (stereo unspecified),1,3%,-7%,5%,-13,1%,6%,19,11%,-5%,2%
O=C(OCC(=O)c1ccc[nH]1)c1ccc(F)c(S(=O)(=O)N2CCOCC2)c1,·,·,·,·,5,0%,·,-13,-1%,·,-8%
CC(C)NS(=O)(=O)c1ccc(OCC(=O)Nc2ccc3c(c2)OCCO3)cc1,0,9%,2%,4%[2.3 µM],-4,-2%,-2%,15,-1%,0%,1%
O=C(NCCCN1CCCCCC1)C1CC(=O)N(C2CCCC2)C1 (stereo unspecified),0,-7%,-1%,0%,1,0%,-8%,7,-2%,-5%,3%
Cc1nnc(SCC(=O)Nc2ccc3c(c2)OCCO3)n1CC1CCCO1 (stereo unspecified),-1,26%,8%,-18%,-1,6%,-6%,-21,1%,-1%,-3%
Nn1c(SCC(=O)Nc2ccc(N3CCOCC3)cc2)nnc1-c1ccccc1F,·,·,·,·,-3,2%,?,14,7%,0%,-2%
COc1ccc(CNC(=O)C(=O)NCC2OCCCN2S(=O)(=O)c2cccs2)cc1 (stereo unspecified),-3,-10%,-6%,5%,-4,3%,20%,-10,-4%,1%,4%
Cc1cc(-n2c(C)cc(C(=O)COC(=O)CN=C3NS(=O)(=O)c4ccccc43)c2C)no1,2,-23%,-13%,1%,6,-3%,-6%,21,1%,-2%,-5%
COC(=O)C1=C(C)OC(N)=C(C#N)C1c1ccc(OC)c(CSc2ccccn2)c1 (stereo unspecified),1,?,?,0%,1,-12%,11%,2,-2%,0%,0%
C[C@H](CO)N1C[C@H](C)[C@@H](CN(C)S(C)(=O)=O)Oc2ccc(N(C)C)cc2C1=O,·,·,·,·,6,3%,·,25,3%,·,13%
Cc1ccc(Cn2c(SCCN3CCCCC3)nc3c2c(=O)n(C)c(=O)n3C)cc1,-1,8%,-3%,0%,6,0%,10%,-8,-5%,-2%,-1%
Cc1cc(C)nc(Sc2c(C)nn(-c3ccccc3)c2C)n1,3,-24%,-10%,-1%,10,-5%,5%,-3,-7%,-6%,6%
Cn1nc(C(F)(F)F)c(C#N)c1N1CCN(c2ccccc2)CC1,-6,24%,?,4%,-4,9%,-5%,1,-18%,-1%,7%
COc1cccc(NC(=O)c2nnn(CCc3ccccc3)c2N)c1,-1,?,15%,15µM*,0,3%,28%,1,?,28%,?
Cc1ccc(OCCOc2ccc(Cl)cc2Cl)c([N+](=O)[O-])n1,-6,?,-16%,17µM*,-6,?,27%,-12,?,?,0%
Cn1c(=O)c2c(nc(Sc3ccccc3N)n2C)n(C)c1=O,3,4%,12%,?,-15,6%,4%,-18,-3%,-3%,1%
Cc1cccc(CCNC(=O)C2CCCN(S(=O)(=O)c3cnc[nH]3)C2)c1 (stereo unspecified),-1,-27%,-5%,5%,10,-5%,1%,3,1%,-1%,10%
CCn1cc(C(=O)N2CCN(c3ccccn3)CC2)c2cc(OC)c(OC)cc2c1=O,1,1%,0%,0%,-1,16%,-2%,1,4%,-3%,4%
Cc1ccc(Cl)cc1N(CC(=O)NC(C)c1ccccc1)S(C)(=O)=O (stereo unspecified),0,-39%,-9%,4%,16,4%,1%,-3,-1%,5%,1%
CCCOc1ccc(N2CC(C(=O)Nc3ncccc3C)CC2=O)cc1 (stereo unspecified),1,2%,0%,0%,7,-6%,-6%,-1,3%,0%,1%
CCCNC(=O)C(NS(=O)(=O)c1ccc2c(c1)c(=O)n(C)c(=O)n2C)c1ccccc1 (stereo unspecified),2,-5%,-2%,10%,-5,0%,6%,8,0%,1%,4%
CC(OC(=O)c1snc(C(=O)NC2CCCCC2)c1N)C(=O)NC1CCCCC1 (stereo unspecified),3,37%,1%,6%,12,-2%,-5%,4,7%,-6%,-5%

Rewritten with two lines to a compound: entries from further up
Values run as follows: FBPA coupling cs | RORgamma inh | VP16 counter | FLuc counter | KCNH2 3.1 block | Tb PFK block | Rab9 promoter act | Giardia killer | ELG1 genotoxic | NPC1 prom act | uPA generation
CC1CCC2(CC1)C(Nc1cccc(Cl)c1)=NC(=S)N2CC#N (stereo unspecified)
→ -5 | 3.5µM* | 3.2µM* | 3% | 5 | 0% | 1% | 7 | -8% | -1% | -3%
COC(=O)[C@@]1(Cc2ccccc2)[C@H]2C(=O)N(C)C(=O)[C@H]2[C@H]2CN=C(SCc3ccccc3)N21
→ · | · | · | · | 1 | -5% | · | -10 | 0% | · | -12%

Five compounds already listed, ordered by the value under NPC1 prom act, lowest first.
smiles	NPC1 prom act
Cc1cc(C)nc(Sc2c(C)nn(-c3ccccc3)c2C)n1	-6%
CC(C)Oc1ccc(N2CC(C(=O)Nc3ccc(N4CCOCC4)cc3)CC2=O)cc1 (stereo unspecified)	-5%
Cn1c(=O)c2c(nc(Sc3ccccc3N)n2C)n(C)c1=O	-3%
Cc1ccc(Cn2c(SCCN3CCCCC3)nc3c2c(=O)n(C)c(=O)n3C)cc1	-2%
Cc1nnc(SCC(=O)Nc2ccc3c(c2)OCCO3)n1CC1CCCO1 (stereo unspecified)	-1%

Going on with the list.
mol,FBPA coupling cs,RORgamma inh,VP16 counter,FLuc counter,KCNH2 3.1 block,Tb PFK block,Rab9 promoter act,Giardia killer,ELG1 genotoxic,NPC1 prom act,uPA generation
Cc1ccccc1N=C1NC(=O)C(CO)(CO)S1,4,11%,8%,2%,5,0%,3%,1,-1%,3%,6%
CC1CN(C(=O)CCNC(=O)c2ccccc2Cl)CC(C)O1 (stereo unspecified),·,-1%,3%,4%,8,-17%,-1%,-4,2%,2%,0%
CC(C)(C)n1nnnc1C(c1ccc(C(F)(F)F)cc1)N(Cc1ccccc1)Cc1ccco1 (stereo unspecified),-2,6.3µM*,4µM*,2%,-16,4%,-1%,-3,-6%,0%,-15%
COc1cc(CN2CCN(CCc3ccccc3)C(CCO)C2)cc(OC)c1 (stereo unspecified),0,9%,-9%,-1%,-8,-4%,-3%,5,-2%,-1%,1%
CCOc1ccc(S(=O)(=O)N(CC)CC(=O)N2CCCC2)cc1,2,-10%,-5%,5%,-2,-4%,1%,4,0%,-2%,4%
O=C(COC(=O)c1ccc(NS(=O)(=O)c2ccc(F)c(F)c2)cc1)NCC1CCCO1 (stereo unspecified),3,-4%,-5%,-9%,4,-3%,-2%,2,0%,-1%,-5%
COc1ccc(C2CC(c3ccccc3)=NN2c2ccc(/C=N/NC(=O)c3ccncc3)cc2)cc1 (stereo unspecified),0,3.2µM*,7.1µM*,?,5,2%,0%,16,-5%,1%,-4%
O=c1oc2ccccc2cc1-c1ccccc1,3,37%,2%,?,-11,3%,?,-23,?,19%,-22%
Cc1cccc(C)c1NCc1nnc(SCC(=O)Nc2nc(-c3ccccc3)cs2)n1-c1ccccc1,4,18%,-10%,5%,6,0%,-2%,4,-1%,0%,2%
O=[N+]([O-])c1ccc(/C=N/Nc2ccccn2)cc1,-1,4%,-9%,-18%,6,-3%,?,-17,9%,?,-9%
NC(=O)CSc1nc(C2CC2)nc2sc3c(c12)CCCC3,6,24%,10%,1.5µM*,-8,2%,2.5µM*,-5,9.2µM*,2.8µM*,-7%
